GAA glycogen = GAA glycogen-cleavage inhibition or activation; P10253; recombinant GAA, glycogen substrate, Amplex Red glucose oxidase fluorescence; Potency, µM (titrated, usually from 76.4 µM), without a hit: top-dose activity change, negative = inhibition, usual class: inhibitors; hit rate 0.38% among 300,000; AID 2100; active means well fitted inhibition curve with a large enough effect; inconclusive means small, poorly fitted or top-dose-only effect, or another doubt; inactive means no such curve, though single readings can be large or run the other way;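 further: 0% = full enzyme reaction and -100% = no-enzyme basal signal; the screen sought inhibitors and activators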
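Recombinant human enzyme (4 nM); glycogen substrate; 37 C, 40 min, pH 5.0. Readout: coupled glucose oxidase/Amplex Red fluorescence.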
* = called active by the depositor; ? = inconclusive; [ ] = dose if it differs, or a comment. Potency means the concentration at half of the fitted maximal effect.

no.	GAA glycogen	molecule
1	10.0%[76.3 µM]	CCCn1cc(S(=O)(=O)c2ccc(CC)cc2)c(=O)c2ccccc21
2	-5.7%[76.3 µM]	CC(C)(C)C1CCCCC1NC(=O)c1ccncc1 (stereo not drawn)
3	-13.2%	Cc1ccccc1N(Cc1cc(=O)[nH]c2ccccc12)C(=O)C(C)C
4	10.4%[76.3 µM]	Cc1ccc(N2CCn3c2nc2c3c(=O)n(C/C=C/c3ccccc3)c(=O)n2C)cc1C
5	12.0%[76.3 µM]	CCc1cccc(NC(=O)CSc2nncn3c2cc2sccc23)c1
6	-15.3%[76.3 µM]	Brc1ccccc1-n1ncc2c1ncn1nc(Cc3ccccc3)nc21
7	0.4%[76.3 µM]	Cc1nccn1CC1CCc2c(c3ccccc3n2C)C1=O (stereo not drawn)
8	0.9%	COc1ccc(N2CCN(CC(O)COc3c(OC)cccc3OC)CC2)cc1 (stereo not drawn)
9	1.6%	CC1CC[C@@]2(OC1)O[C@H]1CC3[C@@H]4C[C@@H](O)[C@@]5(O)C[C@@H](O)[C@H](O)C[C@]5(C)[C@H]4CC[C@]3(C)[C@H]1[C@@H]2C (stereo partly drawn)
10	-1.6%	COc1cc(C(=S)N2CCC(Cc3ccccc3)CC2)ccc1OCC(N)=O
11	7.8%[76.3 µM]	CCOc1ccccc1C(=O)N(Cc1cccs1)c1ccc(Cl)cc1
12	10.1%[76.3 µM]	COCCN(CCOC)C(=O)CN1C(=O)NC(Cc2c[nH]c3ccccc23)C1=O (stereo not drawn)
13	-4.4%[76.3 µM]	O=C1NC(c2ccc(Br)cc2)Oc2ccccc21 (stereo not drawn)
14	-5.4%[76.3 µM]	COc1cccc(NC(=O)C2CCN(c3cc(C)nc4c(-c5ccc(Cl)cc5)c(C)nn34)CC2)c1
15	-3.2%[76.3 µM]	O=C(Cn1c(=O)n(-c2ccccc2)c(=O)c2c3c(sc21)CCCC3)Nc1ccccc1
16	1.4%	O=C(O)c1nn(Cc2nc3ccccc3o2)c(=O)c2ccccc12
17	-6.2%[76.3 µM]	Cc1cccc(NC(=O)CCc2c(C)nc3nc(CNC(=O)c4cccc(F)c4)nn3c2C)c1
18	-2.7%[76.3 µM]	Cc1ccc(CNC(=O)c2nnc(CS(=O)(=O)c3ccccc3)o2)cc1
19	-12.9%[76.3 µM]	COc1cc(OC)c(C(=O)Nc2cccc3ccccc23)cc1OC
20	-8.8%[76.3 µM]	Cn1cc(/C=C(\NC(=O)c2ccccc2Cl)C(=O)N2CCOCC2)c2ccccc21
21	0.3%[76.3 µM]	O=C(CCNC(=O)C1CCN(S(=O)(=O)c2ccc(F)cc2)CC1)NCc1ccc(Cl)cc1
22	-9.1%[76.3 µM]	CCOC(=O)C1(CCOc2ccccc2)CCN(Cc2ccc(OC)c(COC)c2)CC1
23	-5.6%[76.3 µM]	COc1ccc(NC(=O)Cn2c(=O)n(CCc3ccccc3)c(=O)c3c4c(sc32)CCCC4)cc1
24	-1.3%[76.3 µM]	OCC1(Cc2ccc(F)cc2F)CCCN(Cc2ccc(Cl)cc2)C1 (stereo not drawn)
25	2.1%[76.3 µM]	Cc1ccc(O)c(NC(=S)NC(=O)Cc2ccc(Cl)cc2)c1
26	3.5%	C/C(N)=C(/C#N)C(=O)CN1C(=O)NC(Cc2c[nH]c3ccccc23)C1=O (stereo not drawn)
27	13.0%[76.3 µM]	Cc1ccc(-c2nc(C(=O)N3CCN(c4ccccc4)CC3)c3n2CCCCC3)cc1
28	8.3%[76.3 µM]	CC(C)c1ccccc1NC(=O)C1C2C=CC(C2)C1C(=O)O (stereo not drawn)
29	-15.1%[76.3 µM]	Cc1ccc(Cn2cc(CCC(=O)NCC(C)c3ccccc3)c3ccccc32)cc1 (stereo not drawn)
30	6.8%[76.3 µM]	COc1ccc(C(=O)N(C)CC(O)c2ccccc2)cc1OC1CCN(C(C)=O)CC1 (stereo not drawn)
31	10.0%[76.3 µM]	CCN1CCN(C(=O)c2cc(COc3c(C)cccc3C)on2)CC1
32	-4.2%[76.3 µM]	Brc1cccc(CN2CCN(c3ncccn3)CC2)c1
33	17.5%[76.3 µM]	CCCN1CCN(CCCNC(=O)c2ccc3nc(N4CCC(C)CC4)sc3c2)CC1
34	2.7%	Cc1ccc(Cc2nc3ccccc3[nH]2)cc1
35	-0.6%[76.3 µM]	CSc1nnc(NC(=O)c2nc(S(=O)(=O)Cc3ccccc3)ncc2Cl)s1
36	-10.7%	CCCCN(CCCNC(=O)C1CCCN(S(=O)(=O)CCC)C1)Cc1ccccc1 (stereo not drawn)
37	0.4%	CCCc1nc(SCc2ccc(OCC)cc2)n[nH]1
38	5.0%	CCOCCCNC(=O)C1(O)c2cc(Br)ccc2NC(=O)N1c1ccc(OCC)cc1 (stereo not drawn)
39	13.0%[76.3 µM]	COCCNC(=O)Cn1nc(-c2ccccc2C)ccc1=O
40	1.4%[76.3 µM]	COc1ccc(CNC(=O)c2cccc3c2C(=O)N(CC2CCCO2)C3)cc1 (stereo not drawn)
41	-6.6%[76.3 µM]	COc1ccccc1C(=O)NCCC(=O)Nc1ncccc1C
42	8.7%[76.3 µM]	OCCC1CN(Cc2ccc3cccc(F)c3n2)CCN1Cc1ccccc1 (stereo not drawn)
43	-7.1%[76.3 µM]	O=C(NCc1cccnc1)C(=O)NCC1OCCCN1S(=O)(=O)c1ccc(F)cc1 (stereo not drawn)
44	-1.3%[76.3 µM]	CCN1N=C(c2ccccc2)CCC1=O
45	-7.4%	CN(CC(=O)N1CCOCC1)S(=O)(=O)c1cc(Cl)ccc1Cl
46	-4.4%[76.3 µM]	CCCC(=O)NC1CCCc2c1cnn2-c1ccc(C)c(C)c1 (stereo not drawn)
47	39.8µM*	COc1cccc(-n2cc(C(=O)NCc3ccccc3OC)c3ccccc3c2=O)c1
48	7.2%[76.3 µM]	O=C1Nc2ccc(S(=O)(=O)NCCCO)c3cccc1c23
49	2.5%[76.3 µM]	CCc1nc(SCC(=O)Nc2ccccc2Cl)n[nH]1
50	1.0%[76.3 µM]	COc1ccc(C(C)NC(=O)Nc2ccc(C(C)=O)cc2)cc1OC (stereo not drawn)
51	20.7%[76.3 µM]	COCCCNC(=O)CCc1c(C)nc2cc(-c3ccc(Cl)cc3)nn2c1C
52	1.6%[76.3 µM]	O=C(Cc1c(F)cccc1Cl)NCc1cccnc1
53	-2.3%[76.3 µM]	O=C(c1ccco1)N1CCc2[nH]nc(-c3ccccc3)c2C1
54	6.7%	O=C(O)c1ccc2c(c1)C(=O)N(c1ccc(Nc3ccccc3)cc1)C2=O
55	7.1%	CC(OC(=O)Cn1nnc2ccccc21)C(=O)NC1CCCC1 (stereo not drawn)
56	?	Cc1ccc(-n2nc(C(=O)Nc3ccc(C)c(F)c3)c3c4ccccc4n(C)c3c2=O)cc1

Carrying on.
no.	GAA glycogen	molecule
57	-3.4%[76.3 µM]	NC(=O)C1CCN(Cc2ccc(OCc3ccccc3)cc2)CC1
58	-9.5%[76.3 µM]	COc1ccc(CCC(=O)OCC(=O)c2c(N)n(CC(C)C)c(=O)n(C)c2=O)cc1
59	-14.5%[76.3 µM]	CCCN(CCC)C(=O)Cn1c(=O)n(-c2cccc(C)c2)c(=O)c2c1c1cc(OC)ccc1n2C
60	-1.1%[76.3 µM]	COc1ccc(OCC(=O)Nc2cc(-c3nc4ccccc4o3)ccc2Cl)cc1
61	0.9%[76.3 µM]	CCCn1c(=S)[nH]c2cc(C(=O)N(CCO)Cc3ccccc3)ccc2c1=O
62	2.1%[76.3 µM]	Cc1cc(Cl)ccc1OCC(=O)NNC(=O)c1cccnc1
63	3.1%	CCC/C=N/Nc1nnc(Cc2ccccc2)c(=O)[nH]1
64	-4.3%[76.3 µM]	O=C(c1ccc(NC2=NC3CS(=O)(=O)CC3S2)cc1)N1CCN(c2ccccc2F)CC1 (stereo not drawn)
65	?	COCCCNc1oc(/C=C/c2cc(OC)c(OC)c(OC)c2)nc1C#N
66	?	Oc1cccc(/C=N/Nc2ccc(Cl)nn2)c1O
67	-10.2%[76.3 µM]	COc1cc(C(=O)NC2CC3CCCC(C2)N3Cc2ccccc2)cc(OC)c1OC (stereo not drawn)
68	2.1%[76.3 µM]	O=C(O)c1cccc(NC(=O)c2cn(-c3ccccc3)nc2-c2ccc(F)cc2)c1
69	2.0%	Cc1c(NC(=O)Nc2ccc(C#N)cc2)c(=O)n(-c2ccccc2)n1C
70	-3.5%[76.3 µM]	COC(=O)c1cc2sc(Cl)cc2n1CC(=O)Nc1cc(OC)cc(OC)c1
71	16.5%[76.3 µM]	Clc1ccc(SCCOCCN2CCCCCC2)cc1
72	9.0%[76.3 µM]	COc1ccc(-c2c3c(=O)n(C)c(=O)n(C)c3c3n2-c2ccccc2NC3c2ccco2)cc1 (stereo not drawn)
73	-5.2%	COc1ccc(CC(=O)Oc2cc(C)ccc2C)cc1
74	2.6%	C=CCNC(=O)C1CC(=O)N(c2ccc(OCC(=O)N3CCCC3)cc2)C1 (stereo not drawn)
75	3.4%	CSCCC(NC(=O)c1ccccc1)C(=O)NCCc1ccccc1 (stereo not drawn)
76	-8.3%[76.3 µM]	CCOC(=O)Cn1c(=O)oc2cc(S(=O)(=O)Nc3cc(OC)cc(OC)c3)ccc21
77	14.1%[76.3 µM]	Cc1cc(C)cc(Oc2nc3c(C)cccn3c(=O)c2/C=C(\C#N)c2nc3ccccc3[nH]2)c1
78	9.8%[76.3 µM]	COc1ccc(OC)c(S(=O)(=O)N2CCCC(C(=O)NCc3cccnc3)C2)c1 (stereo not drawn)
79	-9.4%[76.3 µM]	CCc1ccc(OCC(=O)N(Cc2ccco2)Cc2ccco2)cc1
80	-3.2%[76.3 µM]	Cc1c(O)nc(SCC(=O)Nc2cccc(C(F)(F)F)c2)n(-c2ccccc2)c1=O
81	-7.3%[76.3 µM]	COc1ccccc1-n1c(CNC(=O)c2ccco2)n[nH]c1=S
82	2.5%[76.3 µM]	CC1(C)O[C@H]2[C@@H](O1)[C@@H](C(=O)Nc1cc(F)ccc1F)O[C@@H]1OC(C)(C)O[C@@H]12
83	-39.8%[76.3 µM]	Cn1c(=O)[nH]c(=O)c2c1nc1n2CCN1c1ccccc1
84	-0.2%	COc1ccc(NS(=O)(=O)c2csc(C(N)=O)c2)cc1OC
85	0.5%	CCc1ccccc1NC(=O)CN1CCN(CC(=O)Nc2ccc(-c3ccccc3)cc2)CC1
86	-0.9%[76.3 µM]	COc1ccccc1OCCNC(=O)CCNC(=O)c1ccccc1Cl
87	6.0%[76.3 µM]	CC1=C(c2ccc(C(C)C)cc2)S(=O)(=O)NC1=NCc1ccc(Cl)cc1
88	-5.0%[76.3 µM]	Cc1ccc(OCc2nc(-c3ccc(C(=O)N4CCN(c5ccc(Cl)cc5)CC4)cc3)oc2C)cc1
89	-3.4%	COc1ccc(NC(=O)C2(S(=O)(=O)c3ccc(C)cc3)CC2)cc1
90	-9.0%[76.3 µM]	COc1ccccc1C(=O)Nc1ccccc1C(=O)NCc1ccco1
91	4.8%[76.3 µM]	Cc1cccc(N2CCN(S(=O)(=O)c3cc(Cl)ccc3Cl)CC2)c1C
92	10.3%[76.3 µM]	CCOc1ccc(-c2cc3nc(C4CCN(C(=O)OC(C)(C)C)CC4)c(C(=O)Nc4cccc(C(F)(F)F)c4)cn3n2)cc1
93	-8.0%[76.3 µM]	CC(CCc1ccccc1)NC(=O)Cn1cccc1C(=O)c1ccccc1 (stereo not drawn)
94	-3.0%[76.3 µM]	CCOc1ccc(C2C(C(=O)Nc3ccccc3)=C(C)Nc3nc(-c4ccccc4)nn32)cc1OC (stereo not drawn)
95	3.4%[76.3 µM]	O=C1C2CCCCC2C(=O)N1c1nccs1 (stereo not drawn)
96	-5.4%[76.3 µM]	CCc1c(C)nc2ncnn2c1Nc1ccc(C)cc1
97	2.7%[76.3 µM]	c1ccc2c(c1)nc(-c1ccncc1)n2CCNc1nc(CN2CCCCC2)cs1
98	-2.7%[76.3 µM]	Cc1cccc(NC(=O)C2CCN(S(=O)(=O)c3c(C)noc3C)CC2)c1
99	-15.9%	O=C(COc1ccc(Cl)cc1)NCCCNC(=O)c1ccncc1
100	19.9%[76.3 µM]	CC(=O)NCC(=O)NC1CCCc2c1cnn2-c1ccccc1F (stereo not drawn)
101	0.7%[76.3 µM]	COc1ccccc1-c1sc2ccccc2c1-c1ccc(C(C)=O)cc1
102	-7.8%	CCOC(=O)C1CCN(C(=S)NC(=O)c2cccs2)CC1
103	2.5%[76.3 µM]	Cc1ccccc1CNC(=O)Nc1ccc2c(c1)N(C)C(=O)c1ccccc1S2
104	-18.6%	CCOCCCNC(=O)CCc1ccc(-n2cnc3cccnc32)cc1
105	0.3%[76.3 µM]	O=C1NC2(CCCCC2)C(=O)N1CC(=O)N(Cc1ccccc1)c1ccccc1
106	-0.4%	COc1ccc(C(=O)CC(=O)C(=O)Nc2ccc(C)cc2Cl)cc1
107	12.5%[76.3 µM]	CCc1ccccc1NC(=O)CSc1nnc2ccc3ccccc3n12
108	0.2%[76.3 µM]	Cc1ccc(-c2nc(SCC(=O)N(C)c3c(N)n(Cc4ccccc4)c(=O)[nH]c3=O)n[nH]2)cc1

Screens deposited in PubChem BioAssay by National Center for Advancing Translational Sciences (NCATS).

This is a subset (hit frequency here may not be typical).
